BRCT PPI red: BRCT-phosphoprotein interaction inhibition (red fluorophore); AID 892; P38398; actives 0.03% (n = 75,000); BRCT-phosphopeptide binding, red fluorescence polarization; Potency, µM (titrated, usually from 76.9 µM), for the others: at the highest dose activity change, negative = inhibition, most hits filed as inhibitors; further: on the % scale 0 is the no-effect control and ±100 the full control effect
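Fluorescence polarization: 100 nM His-tagged BRCA1 BRCT with 100 nM TAMRA-labelled phospho-BACH1 decapeptide, phosphate buffer pH 7.3 with 150 mM NaCl, DTT, 0.01% Tween 20; 12 min RT. Binding inhibition seen as FP decrease.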
UbGFP stabilizer: ubiquitin-GFP accumulation via proteasome inhibition | Ubiquitin-GFP reporter cells, proteasome inhibition, GFP fluorescence; response scale: untreated = 0%, 10 µM MG-132 = 100% | Potency, µM (titrated, usually from 45.9 µM), without a hit: top-dose activation (GFP accumulation), most hits filed as activators | 67,000 tested, under 10 active | AID 526; active means well fitted activation curve with a large enough effect, not every such curve was filed as active; inconclusive means small, poorly fitted or top-dose-only effect, or another doubt; inactive means no such curve, though single readings can be large or run the other way; further: potency means the concentration at half of the fitted maximal effect
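GFP accumulation read-out: laser plate cytometry counting ubiquitin(G76V)-GFP-expressing U2OS cells after 4 hr compound exposure at 37 °C. Titrations spanned 46 uM to 2.9 nM; 0% = basal, 100% = 10 uM MG-132; concentration-response curves fitted.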
Casp7 inh: caspase-7 (human) inhibition, allosteric or competitive | recombinant caspase-7, Ac-DEVD-AFC fluorescence rate | actives 0.02% (n = 75,000) | Potency, µM (top dose mostly 57.5 µM), without a hit: at the top dose activity change, negative = inhibition, actives largely listed as inhibitors; active means well fitted inhibition curve with a large enough effect in the main read-out, with a control signal flat, not every such curve was filed as active; inconclusive means small, poorly fitted or top-dose-only effect, or a change in a side signal; further: potency means the concentration at half of the fitted maximal effect; % of control where 0% means no effect
HEK293 cAMP cs: counter-screen for TSHR agonists: cAMP increase in parental HEK293 | parental HEK293 CNG cAMP sensor, membrane potential fluorescence | actives 2.5% (n = 73,000) | Potency, µM (series often up to 57.1 µM), for the others: top-dose activation, most hits filed as activators | AID 938; further: potency means the concentration at half of the fitted maximal effect; % of control where 0% means no effect; nearly all actives have a fitted effect of over 55% in size
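Parental HEK 293 cells stably expressing a cAMP-gated CNG channel were loaded with membrane potential dye containing 100 uM RO 20-1724 for 60 min. Compound added for 30 min; depolarization read as fluorescence intensity at 590 nm.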
A350 autofl: A350 region autofluorescence. max dye-equivalent concentration, M. actives 11% (n = 59,000). Compound autofluorescence, 340/450 nm, Alexa 350 dye-equivalents; stronger effect = higher value. AID 590; in the data active means max dye-equivalent concentration above about 10 nM; inconclusive means mostly about 1.1 nM to 9.6 nM
Fluorescein autfl: compound fluoresces in the fluorescein spectral region; Compound autofluorescence, 480/540 nm, fluorescein-equivalent; stronger effect = higher value; max fluorescein-equivalent concentration, M; actives 0.91% (n = 59,000); in the data active means max fluorescein-equivalent concentration above about 10 nM; inconclusive means between about 1.1 nM and that limit
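Normalized response (dye-equivalent concentration) derives from comparing each well's 540 nm emission, under 480 nm excitation, with plate-resident fluorescein standards. Compounds were held in 100 mM Tris, pH 8.0, for 15 min at room temperature.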
4MU fluor: compound fluoresces in the 4-MU spectral region; max dye-equivalent concentration, M; actives 11% (n = 59,000); compound autofluorescence, 340/450 nm, 4-MU equivalents; stronger effect = higher value; in the data active means max dye-equivalent concentration above about 10 nM; inconclusive means mostly about 1.1 nM to 9.6 nM
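Compounds in 100 mM Tris, pH 8.0, incubated 15 min at room temperature, then fluorescence read at 340 nm excitation/450 nm emission. Signal converted to 4-MU dye-equivalent concentration using an on-plate six-point 4-MU standard curve.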
Epigenetic mod: epigenetic modulators derepressing GFP locus in mouse cells; mouse C127i GFP locus derepression, cytometry, 30 h; Potency, µM (series often up to 46.1 µM), inactives show top-dose GFP derepression (activation); actives 0.09% (n = 68,000); AID 597; further: % of control where 0% means no effect
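Murine C127i mammary cells carrying a silenced, stably integrated CMV-driven GFP reporter were treated with compound for 30 hours at 37 C. After PBS washes, GFP-positive cells were counted by laser-scanning microplate cytometry.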
BRCT PPI green: BRCA1 BRCT-phosphoprotein interaction inhibition; P38398; BRCA1 BRCT-phosphopeptide binding, green fluorescence polarization; Potency, µM (doses to about 76.9 µM), for inactives: at the highest dose activity change, negative = inhibition, actives largely listed as inhibitors; actives 0.05% (n = 75,000); AID 875;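 further: potency means the concentration at half of the fitted maximal effect; plate controls were peptide without protein for full effect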
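Compounds were incubated for 12 min at room temperature with a complex of 100 nM fluorescein-tagged pBACH1 decapeptide and 250 nM His-tagged BRCT protein. Buffer was phosphate pH 7.3 with EDTA, DTT and Tween 20. Disruption of binding lowers the polarization signal.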
Caspase-1 inhib: blocks human caspase-1 allosterically or competitively; P29466; Caspase-1 enzyme, Ac-WEHD-AFC fluorogenic rate; actives 0.03% (n = 75,000); Potency, µM (doses to about 57.5 µM), for the others: at the top dose activity change, negative = inhibition, usual class: inhibitors;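 further: potency means the concentration at half of the fitted maximal effect; plate controls were vehicle for no effect and no substrate for full effect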
Target sequence (P29466 120-297 limits assumed): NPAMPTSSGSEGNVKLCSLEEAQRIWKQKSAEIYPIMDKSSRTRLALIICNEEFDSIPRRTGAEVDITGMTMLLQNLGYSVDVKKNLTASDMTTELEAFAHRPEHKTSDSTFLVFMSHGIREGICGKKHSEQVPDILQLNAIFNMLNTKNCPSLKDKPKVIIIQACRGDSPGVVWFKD
Target sequence (P29466 317-404 limits assumed): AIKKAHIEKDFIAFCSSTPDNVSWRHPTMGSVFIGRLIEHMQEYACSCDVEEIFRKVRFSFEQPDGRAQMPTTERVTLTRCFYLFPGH
USP2a inh: blocks human ubiquitin-specific protease USP2a | O75604 | USP2a enzymatic assay, qHTS inhibition | Potency, µM (top dose mostly 38.3 µM), for inactives: at the top dose activity change, negative = inhibition, usual class: inhibitors | actives 0.1% (n = 60,000) | AID 927;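 further: potency means the concentration at half of the fitted maximal effect; nearly all actives have a fitted effect of over 60% in size; plate controls were DMSO for no effect and NEM full inhibition control for full effect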
Target sequence (O75604 whole entry, looked up): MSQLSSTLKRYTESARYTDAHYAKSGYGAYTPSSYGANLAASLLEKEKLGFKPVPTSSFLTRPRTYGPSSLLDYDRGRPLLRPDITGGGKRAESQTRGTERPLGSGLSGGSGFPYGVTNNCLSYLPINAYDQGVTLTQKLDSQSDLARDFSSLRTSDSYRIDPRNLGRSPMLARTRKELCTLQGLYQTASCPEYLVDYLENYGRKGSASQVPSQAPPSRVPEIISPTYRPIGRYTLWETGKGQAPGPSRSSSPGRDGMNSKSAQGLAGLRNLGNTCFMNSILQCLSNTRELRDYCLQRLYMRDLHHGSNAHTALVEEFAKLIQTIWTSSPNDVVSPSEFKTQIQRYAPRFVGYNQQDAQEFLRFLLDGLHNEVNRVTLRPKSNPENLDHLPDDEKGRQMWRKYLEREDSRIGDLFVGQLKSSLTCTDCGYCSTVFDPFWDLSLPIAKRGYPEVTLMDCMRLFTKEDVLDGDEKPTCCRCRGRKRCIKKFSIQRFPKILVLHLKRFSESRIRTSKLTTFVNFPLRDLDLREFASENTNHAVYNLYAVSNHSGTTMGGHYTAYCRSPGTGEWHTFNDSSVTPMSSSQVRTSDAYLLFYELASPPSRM
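Inhibition is measured in a cell-free coupled assay with 20 nM USP2 core, 20 nM Ub-PLA2 and 20 uM NBD C6-HPC, 2.5 h incubation. Activity normalized to NEM control.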
* marks the source's active call; other numbers are inactive results; i = inactive; ? = inconclusive; · = not tested or not shown; [ ] = dose if it differs, or a comment. Unless noted, the call rests on the fitted dose curve; in most records, active means well fitted curve in the direction sought with a large enough effect; inconclusive means small, poorly fitted or top-dose-only effect, or another doubt; inactive means no such curve, though single readings can be large; an effect the other way counts as inactive or inconclusive. An excerpt (hit frequency here may not be typical).

SMILES	BRCT PPI red	UbGFP stabilizer	Casp7 inh	HEK293 cAMP cs	A350 autofl	Fluorescein autfl	4MU fluor	Epigenetic mod	BRCT PPI green	Caspase-1 inhib	USP2a inh
COC(=O)c1ccc(C(NC(=O)OCc2ccccc2)/C(=C/[C@@H](C)C(=O)N(C)Cc2ccccc2)c2cccnc2)cc1 (stereo partly drawn)	-0.4%	·	-4%	19%	·	·	·	·	0.0%	-5%	·
CCOC(=O)c1c(N)sc(C(=O)Nc2ccc3c(c2)OCO3)c1C	-0.2%	-14%	-2%	-8%	i	i	i	0%	-0.4%	0%	15%
NS(=O)(=O)c1ccc(S(=O)(=O)N(Cc2ccccc2F)CC2CCCO2)cc1 (stereo not drawn)	-1.9%	-4%	2%	13%	i	i	i	0%	-2.8%	-3%	-4%
CCOC(=O)SC1=N/C(=C\c2ccc(N(C)C)cc2)C(=O)S1	2.7%	-5%	-6%	-5%	i	1e-08M*	i	0%	40%[activator]	-3%	-10%
O=C(c1cnccn1)N1CCC2(CC1)CCN(c1cccc(-c3ccccc3)c1)CC2	-3.5%	5%	-2%	28%	i	i	i	2%[9.22 µM]	-0.8%	-3%	161%[activator]
COCCn1c(=S)[nH]c2cc(C(=O)NCCCN3CCOCC3)ccc2c1=O	0.4%	·	-1%	5%	1.3e-07M*	?	9.6e-08M*	2%	-2.3%	-1%	7%
CCS(=O)(=O)/N=C(\N)c1ccccc1	0.3%	-5%	-1%	-2%	i	i	i	0%	-1.4%	0%	-2%
Cc1nn(C(=O)c2cc3sccc3[nH]2)c(C)c1C	-0.6%	-4%	-2%	?	2.3e-08M*	i	2.5e-08M*	5%	-1.8%	0%	30%
N#Cc1ccc(CN2CCCC3(CCN(C(=O)c4cnccn4)CC3)C2)cc1	-2.1%	24%	-1%	29%	1.1e-08M*	i	?	6%[9.22 µM]	-1.5%	-1%	7%
COc1ccc(C(=O)Nn2cc3c(c2-c2ccccc2)c(=O)n(C)c(=O)n3C)cc1	0.2%	-3%	-1%	0%	i	i	i	7%	1.5%	2%	32%[activator]
CS(=O)(=O)c1cccc(C(=O)NCc2ccccc2)c1	-1.1%	9%	-5%	-2%	?	i	?	2%	-0.9%	-1%	-4%
COC(=O)Nc1nnc(-c2ccncc2)s1	0.2%	0%	-5%	6%	3.3e-07M*	i	3e-07M*	3%	-1.3%	-4%	-6%
CCN1C(=O)/C(=C/N(C)c2ccccc2)OC1=S	-1.0%	0%	-1%	7%	?	?	?	4%	1.6%	-1%	1%
O=C(COC(=O)c1ccc[nH]c1=O)c1ccc(Cl)s1	-0.2%	5%	-7%	?	i	i	i	-4%	-3.1%	1%	-3%
O=C(c1ccccc1)c1ccc(N2CCOCC2)c(NC(=O)c2ccco2)c1	-0.8%	-2%	-1%	?	i	i	i	3%	1.5%	-2%	25%
COc1ccc(C(=O)c2ccc(O)cc2)c(O)c1O	-2.3%	·	-1%	·	·	·	·	·	-1.9%	1%	-5%
O=C(c1cc(C(F)(F)F)cc(C(F)(F)F)c1)N1CCC2(CCCN(c3ccncc3)C2)CC1	0.4%	1%	-1%	7.9µM*	i	i	i	7%[9.22 µM]	-3.4%	0%	43%[activator]
CC1=C(C)CS(=O)N(S(=O)(=O)c2ccc(Cl)cc2)C1 (stereo not drawn)	-1.9%	3%	-22%	-17%	i	i	i	2%	-2.8%	-9%	-10%
c1ccc(-c2nnc3sc(CN4CCC5(CC4)OCCO5)cn23)cc1	-0.2%	5%	3%	0%	i	i	i	0%	-0.3%	4%	2%
CCOc1cc(CN2CCN(C(=O)CC(C)C)CC2)ccc1OC	-1.2%	6%	1%	-3%	i	i	i	1%	-0.3%	0%	-4%
CC(=O)N1CCc2cc(S(=O)(=O)NC(CC(C)C)C(=O)Nc3cc(C)ccn3)ccc21 (stereo not drawn)	0.7%	7%	2%	4%	i	i	i	0%	0.6%	0%	20%
Cc1ccc(S(=O)(=O)N[C@@H](C)C(=O)N2CCC(C(=O)N3CCC[C@H]3C(=O)O)CC2)cc1	-1.5%	-6%	-1%	1%	i	i	i	4%	-0.6%	-2%	2%
COc1ccc(O)c(C(=O)c2cnc3onc(C)c3c2)c1	-0.2%	-2%	-6%	3%	i	i	i	4%	-3.5%	-3%	20%
CN(C)C(=O)CSc1nc(SCC(=O)N(C)C)n(-c2ccccc2)n1	0.4%	20%	3%	-1%	i	?	i	0%	-0.3%	1%	-2%
Cc1ccc(C(=O)CCC2CCCC2=O)cc1 (stereo not drawn)	-0.1%	1%	0%	6%	i	i	i	2%	-1.3%	-1%	4%

Later entries.
SMILES	BRCT PPI red	UbGFP stabilizer	Casp7 inh	HEK293 cAMP cs	A350 autofl	Fluorescein autfl	4MU fluor	Epigenetic mod	BRCT PPI green	Caspase-1 inhib	USP2a inh
Cn1nnc(NC(=O)CSc2ncn[nH]2)n1	0.6%	-1%	1%	2%	i	i	i	-3%	-1.7%	1%	-1%
COC(=O)c1ccccc1NC(=O)C1CCCN(S(=O)(=O)c2ccc(OC)cc2)C1 (stereo not drawn)	-0.6%	5%	-3%	27%	i	i	i	3%	-2.4%	-5%	15%
NC(=O)C/C=C\CC(N)=O	-0.5%[15.4 µM]	-1%[9.17 µM]	3%[11.5 µM]	0%[11.4 µM]	i	i	i	-6%[9.22 µM]	-4.4%[15.4 µM]	2%[11.5 µM]	·
COC(=O)c1[nH]c2ccccc2c1NS(=O)(=O)c1ccc(F)c(C)c1	0.2%	8%	-1%	9%	?	i	?	0%	-1.0%	0%	-2%
O=C(COC(=O)CCc1c[nH]c(=O)[nH]1)Nc1ccccc1	-0.3%	2%	-25%	6%	2.8e-08M*	1.8e-08M*	2.9e-08M*	1%	-4.6%	-15%	-6%
Cc1cc(NC(=O)Cc2cccs2)no1	-8.7%	-6%	-14%	0%	i	i	i	0%	-0.7%	-6%	-4%
CCOC(=O)c1ccc(NC(=O)c2ccc(NS(C)(=O)=O)cc2)cc1	-1.6%	-4%	0%	-8%	i	i	i	-2%	-1.0%	-1%	4%
N[C@@H](Cc1[nH]nc2ccccc12)C(=O)O	0.2%[15.4 µM]	0%[9.17 µM]	0%[11.5 µM]	14%[11.4 µM]	i	1.1e-08M*	i	1%[9.22 µM]	-1.6%[15.4 µM]	5%[11.5 µM]	·
Cc1cc(NC(=O)CSc2nc(-c3ccccc3)cs2)no1	0.7%	8%	-4%	3%	?	i	i	-2%	-6.4%	0%	-6%
Oc1ccccc1-c1cc(C(F)(F)C(F)F)nc(-c2ccccc2)n1	-0.6%	-2%	0%	?	i	i	i	-1%	-0.4%	1%	-3%
C=CCn1c(/N=C/c2ccc(N(C)C)cc2)nc2ccccc21	-0.4%	8%	-16%	-13%	i	2.1e-08M*	i	-1%	4.6%	-14%	-10%
O=c1ccc(S(=O)(=O)N2CCC(Cc3ccccc3)CC2)c[nH]1	-2.9%	-6%	-5%	?	i	i	i	0%	-1.4%	3%	30%
C=CCN1C(=O)C2(C(C(=O)c3ccc(C)o3)=C(O)C(=O)N2CCCN2CCOCC2)c2ccccc21 (stereo not drawn)	-2.0%	-8%	0%	-3%	?	i	?	0%	-0.7%	0%	7%
Fc1ccc2c(Cl)c(-c3nnc(-c4cccs4)o3)sc2c1	-0.6%	-3%	1%	?	2e-07M*	i	2e-07M*	-4%	-0.3%	-2%	·
CCOc1cc(C2C(C(=O)c3ccco3)=C(O)C(=O)N2CCc2ccccc2)ccc1O (stereo not drawn)	-1.4%	3%	-1%	-3%	i	?	i	-2%	-2.4%	0%	25%
COc1cc(-c2nnc3sc(-c4cccnc4)nn23)cc(OC)c1OC	2.4%	-3%	-3%	?	1.1e-07M*	?	1.1e-07M*	-3%	-1.9%	1%	5%
CCOCCc1nnc(NC(=O)CSc2ccccc2)s1	-0.2%	0%	-6%	2%	i	i	i	-2%	-0.1%	-2%	-6%
COc1ccc(C2CC(=O)C(C=NCCO)=C(O)C2)cc1OC (stereo not drawn)	0.6%	-7%	-1%	?	·	·	·	0%	-2.2%	?	0%
CC(C)NC(=O)c1ccc2c(c1)N(CC(=O)N1CCOCC1)C(=O)C(C)(C)O2	0.9%	-2%	0%	-3%	i	i	i	1%	0.0%	2%	-4%

Single records, from the list above.
Entry for `CCOCCc1nnc(NC(=O)CSc2ccccc2)s1` → BRCT PPI red: -0.2%; UbGFP stabilizer: 0%; Casp7 inh: -6%; HEK293 cAMP cs: 2%; A350 autofl: i; Fluorescein autfl: i; 4MU fluor: i; Epigenetic mod: -2%; BRCT PPI green: -0.1%; Caspase-1 inhib: -2%; USP2a inh: -6%
Entry for `C=CCN1C(=O)C2(C(C(=O)c3ccc(C)o3)=C(O)C(=O)N2CCCN2CCOCC2)c2ccccc21` (stereo not drawn) → BRCT PPI red: -2.0%; UbGFP stabilizer: -8%; Casp7 inh: 0%; HEK293 cAMP cs: -3%; A350 autofl: ?; Fluorescein autfl: i; 4MU fluor: ?; Epigenetic mod: 0%; BRCT PPI green: -0.7%; Caspase-1 inhib: 0%; USP2a inh: 7%

From PubChem
